High-throughput results as filed in PubChem.
aSyn 5UTR inh: MLPCN primary screen, SNCA 5' untranslated region; alpha-synuclein 5'UTR reporter, inhibitor activity; inhibition, % (tested at 7.5 µM); 300,000 tested, 0.82% active; in the data active = inhibition above about 60%; inconclusive = no clear call, values can overlap the other calls;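 note: H4 neuroglioblastoma cells stably carrying SNCA 5'UTR luciferase fusion; 0% = DMSO wells and 100% = positive control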
HSF1 activator: HSF-1 activators, primary screen, NIH3T3-HGL cells, MG132 stress, luminescence, single point; AID 504408, 2011; 300,000 tested, 1.7% active; activation, % at 9 µM; NIH3T3-HGL HSF-1 luciferase reporter, 8 h; 100% = twice DMSO control signal;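 active = mean replicate activation of at least 50% with a set share of replicates each reaching 50%; inconclusive = only one of those two conditions met; inactive = mean below 50% and too few replicates reaching it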;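 note: 0% = median of the neutral control wells and 100% = twice that signal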
KLF5 inh: KLF5 expression inhibitors, primary screen, DLD-1 cells, luminescence | DLD-1 KLF5 promoter-luciferase reporter | inhibition, % at 5 µM | 290,000 tested, 0.23% active | AID 1700, 2009;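 active = inhibition above a per-plate limit of that plate's mean compound inhibition plus 3 SD, cut at about 60% in these data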;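 note: 0% = DMSO wells and 100% = LY294002 at 200 µM; higher means less KLF5 promoter-driven luciferase light; inactives centre near -14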
GSK3A inh: blockers of GSK3A enzyme activity – biochemical, luminescence, cell-free homogeneous, HTS, primary screen | Glycogen synthase kinase-3 alpha (Homo sapiens), P49840 | GSK-3 alpha kinase, ADP-Glo luminescence, 60 min | inhibition, % at 10 µM | 320,000 tested, 0.1% active | AID 2650, 2010;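 in the data active = inhibition above about 50%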;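 note: GST-tagged GSK-3 alpha with peptide substrate and 25 µM ATP; 0% = DMSO neutral wells and 100% = GW8510 positive control wells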
Target sequence (P49840 whole entry, looked up): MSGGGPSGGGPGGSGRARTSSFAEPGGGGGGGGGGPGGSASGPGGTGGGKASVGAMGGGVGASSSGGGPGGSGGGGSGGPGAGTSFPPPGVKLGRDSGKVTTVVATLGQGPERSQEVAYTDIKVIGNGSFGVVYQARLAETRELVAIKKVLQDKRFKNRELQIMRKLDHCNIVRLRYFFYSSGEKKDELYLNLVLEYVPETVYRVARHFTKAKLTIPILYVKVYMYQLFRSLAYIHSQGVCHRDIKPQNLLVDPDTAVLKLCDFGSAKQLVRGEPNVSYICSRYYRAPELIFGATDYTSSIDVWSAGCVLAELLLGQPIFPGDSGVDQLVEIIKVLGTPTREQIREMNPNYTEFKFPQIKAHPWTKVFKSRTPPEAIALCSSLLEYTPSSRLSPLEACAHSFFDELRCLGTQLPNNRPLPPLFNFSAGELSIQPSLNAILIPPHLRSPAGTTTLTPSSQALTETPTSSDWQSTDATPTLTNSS
PolyA inh: polyadenylation inhibitors in yeast reporter cells, primary screen, luminescence, S. cerevisiae. S. cerevisiae SKY197-pL101 polyadenylation reporter, beta-gal luminescence; efflux-impaired pdr1/pdr3 knockout yeast; score 100 = 6 SD above DMSO. calls only at 12 µM. 300,000 tested, 0.02% active. AID 1875, 2009;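 active = lowest replicate activity score at least 50, where 100 means six control SD above control mean; inconclusive = lowest score under 50 but half or more replicates reach 50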;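 note: yeast exposed to compound for 9 h at 30 °C; higher score means more reporter readthrough which indicates perturbed polyadenylation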
IEC-6 tox: cytotoxicity in IEC-6 intestinal epithelial cells, primary screen, cytotoxicity control for KLF5 inhibitor project, cell-based, luminescence | IEC-6 cytotoxicity, luminescence viability | inhibition, % at 5 µM | 290,000 tested, 0.78% active | AID 1825, 2009; in the data active = inhibition above about 22%;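 note: 0% = plate median of test compound wells and 100% = cytotoxic reference compound wells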
AI-2 QS mod: Vibrio harveyi AI-2 quorum sensing modulators, primary screen, JMH597 strain, luminescence/OD600 ratio. activity change, % at 7.5 µM. AID 2094, 2009. 300,000 tested, 0.4% active. Vibrio harveyi JMH597 AI-2 luminescence/OD600 ratio, 9 h; hits give low values; strain lacks LuxN and CqsS sensors; 0 = neutral-control median; in the data active = activity change below about -75%, passing the limit was not always enough; inconclusive = no clear call, values can overlap the other calls;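 note: luminescence divided by OD600 gain over 9 h not by final OD600 alone; inactives centre near 13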
GSK3beta inhib: human GSK3beta kinase inhibitors, primary screen, biochemical, cell-free homogeneous, HTS. GST-GSK3beta kinase, ADP-Glo luminescence, 60 min; hits give low values. 300,000 tested, 0.038% active. activity score (negative = inhibition), % at 10 µM. Glycogen synthase kinase-3 beta (Homo sapiens), P49841;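 active = more than half of replicate wells score below -50%, meaning over 50% inhibition versus plate controls; inconclusive = some replicates but at most half score below -50%; inactive = no replicate scores below -50%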;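 note: 0% = median DMSO wells and -100% = median GW8510 positive control wells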
Target sequence (P49841 whole entry, looked up): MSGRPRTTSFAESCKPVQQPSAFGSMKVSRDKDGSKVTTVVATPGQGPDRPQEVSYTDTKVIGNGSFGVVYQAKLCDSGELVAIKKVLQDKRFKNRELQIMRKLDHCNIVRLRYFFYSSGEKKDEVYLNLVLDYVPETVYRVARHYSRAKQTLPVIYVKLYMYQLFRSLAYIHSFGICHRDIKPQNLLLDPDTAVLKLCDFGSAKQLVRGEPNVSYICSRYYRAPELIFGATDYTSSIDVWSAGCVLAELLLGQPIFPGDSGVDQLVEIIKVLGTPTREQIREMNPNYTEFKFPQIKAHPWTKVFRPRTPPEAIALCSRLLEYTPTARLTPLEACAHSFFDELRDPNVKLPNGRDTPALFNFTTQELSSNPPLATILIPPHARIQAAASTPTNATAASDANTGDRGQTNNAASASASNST
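Test system: GST-tagged human GSK3beta kinase, cell-free; evaluation: activity score scaled between in-plate DMSO and GW8510 controls; measured by: ADP-Glo luminescence; incubation: 60 min reaction, RT; benchmarks: DMSO and 20 µM GW8510; reagent: peptide substrate plus 25 µM ATP (final); medium: Tris/MgCl2 kinase buffer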
HSP90 inh: HSP90 inhibitors, primary screen, cell lysate, luminescence; Heat shock protein HSP 90 (rabbit reticulocyte lysate; luciferase refolding); Rabbit reticulocyte lysate, luciferase refolding luminescence, 3 h; inhibition, % at 5.6 µM; 290,000 tested, 0.91% active;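 active = inhibition above the screen-wide mean plus 3 SD, computed separately per campaign, cut at about 16% in these data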;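 note: 0% = DMSO wells and 100% = 60 µM geldanamycin wells; inhibitors lower the luminescence because luciferase stays unfolded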
HSF1 inh: HSF1 inhibitors in luciferase reporter cells, primary screen, cell-based, NIH3T3, luminescence; NIH3T3-HGL HSE-luciferase, MG132-induced, luminescence 8 h; hits give low values; activity change, negative = inhibition, % at 7.5 µM (by protocol); 300,000 tested, 0.77% active;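 active = more than half of replicate wells show activity change below -50%, luminescence cut by over half; inconclusive = some wells, but at most half, below -50%; inactive = no replicate well below -50%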;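 note: luciferase reports HSF-1 transcriptional activity via heat shock element; 0% = median of DMSO wells and -100% = zero luminescence signal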
* marks the source's active call; other numbers are inactive results; i = inactive; ? = inconclusive; nt = not tested or not shown. This is a subset; rates above refer to the full screens.

Each structure is followed by: aSyn 5UTR inh | HSF1 activator | KLF5 inh | GSK3A inh | PolyA inh | IEC-6 tox | AI-2 QS mod | GSK3beta inhib | HSP90 inh | HSF1 inh
- CCOC(=O)Cn1c(=O)c2c(nc3n2CCCCN3c2ccc(C)cc2)n(C)c1=O
 : -4 | -44 | -5 | 1 | i | -3 | 5 | -1 | -1 | -28
- Cc1nn(CC(=O)NNC(=S)Nc2ccccc2)c(C)c1[N+](=O)[O-]
 : -21 | 1 | -29 | -3 | i | 2 | 23 | 3 | 1 | -11
- COCCCNC(=O)c1nc2c(nnn2Cc2cc(C)ccc2C)c(=O)[nH]1
 : 16 | -11 | -19 | 0 | i | 3 | 7 | 1 | -3 | -3
- C=CCOc1ccccc1CNn1nnnc1N
 : 4 | 29 | -24 | 0 | i | -2 | -2 | 2 | -2 | -8
- CCOc1ccc(C(C)=O)cc1COC(=O)CNC(=O)c1cccs1
 : 7 | -5 | nt | 0 | i | nt | 18 | 1 | nt | 8
- Oc1[nH]c2ccc(Br)cc2c1N=Nc1ccc(C(F)(F)F)cn1
 : -68 | -24 | -10 | 3 | i | 11 | -1 | 1 | 2 | -4
- COc1ccc(CCNC(=O)C2CCCN2S(=O)(=O)c2ccc(F)cc2)cc1OC (stereo unspecified)
 : 5 | -3 | 6 | -2 | i | 5 | 25 | 12 | 1 | -2
- Cn1c(=O)cc(OCCCC(=O)NCCCN2CCN(Cc3ccccc3)CC2)c2ccccc21
 : 20 | 0 | -15 | 1 | i | 8 | 22 | -1 | -2 | 0
- COc1ccccc1NS(=O)(=O)c1cc(NC(=O)c2cc(=O)[nH]c3ccccc23)ccc1N1CCOCC1
 : 2 | 8 | -8 | 2 | i | -3 | 17 | -4 | 3 | 7
- COc1ccc(C2=NCCc3cc(OC)c(OC)cc32)cc1OC
 : 9 | nt | -31 | 1 | i | -1 | 10 | 2 | -2 | nt
- COC(=O)c1cc(S(=O)(=O)Nc2cc(OC)cc(OC)c2)c[nH]1
 : -9 | -14 | -14 | -6 | i | -1 | nt | -7 | -4 | -5
- Cc1cc(C)cc(N(CC(=O)NC2CCCCC2)C(=O)c2csnn2)c1
 : 11 | 40 | -7 | 1 | i | 1 | 3 | 0 | 2 | 5
- CCOc1cc(-c2noc(-c3cccnc3)n2)ccc1OC
 : -14 | 10 | -10 | -1 | i | 2 | 16 | -4 | -4 | -2
- COC(=O)C1=C(C)Nc2ncnn2C1c1ccc(OCc2ccccc2)cc1 (stereo unspecified)
 : -23 | -1 | 1 | -1 | i | 8 | 14 | 2 | 0 | -2
- Cc1cc2nnn(-c3nnc(-c4ccccc4)c4ccccc34)c2cc1C
 : 2 | -23 | 24 | 1 | i | -6 | -3 | 0 | 0 | -2
- COc1ccc(OC)c(-c2nc(CN3CCCCC3c3cccnc3)c(C)o2)c1 (stereo unspecified)
 : -5 | 21 | -4 | -1 | i | 2 | 10 | 3 | 0 | -3
- O=C1CCCC/C1=C\Nc1ccc(O)cc1
 : nt | nt | 3 | 28 | i | -4 | 22 | -17 | 2 | nt
- CCc1nnc(NC(=O)c2ccc(OC)cc2)s1
 : 21 | 32 | -34 | -1 | i | 36* | -7 | -6 | 15 | 5
- Oc1ccc(CNc2ccccc2)c2cccnc12
 : 21 | 4 | -33 | nt | i | -6 | 21 | -5 | -5 | -4
- O=C(CN1CCN(Cc2ccccc2)CC1)Nc1ccc([N+](=O)[O-])cc1C(=O)Nc1ccccc1F
 : 28 | 7 | -4 | -1 | i | 18 | 12 | 2 | 3 | -3
- CCCCC[C@H]1CN(Cc2ccccc2)C(=O)[C@@H]1CC(=O)NCc1ccc(OC)cc1
 : 0 | 4 | 11 | 2 | nt | -13 | 18 | 0 | 0 | 5
- COCc1nc2sc3c(c2c(=O)[nH]1)CCCC3
 : -1 | -5 | -29 | 0 | i | 1 | 4 | 0 | 0 | 1
- CSc1nnc(CNC(=O)C23CC4CC(CC(C4)C2)C3)n1Cc1ccccc1
 : 21 | 18 | -6 | -2 | i | 1 | 28 | -3 | 3 | 11
- COCCN=c1scc(-c2ccco2)n1/N=C/c1ccc(O)c(O)c1O
 : nt | nt | 5 | 1 | nt | -10 | nt | nt | 1 | nt
- Cc1cccc(OCC(=O)NNC(=O)C2CCN(c3ncnc4sc(C)c(C)c34)CC2)c1
 : 15 | -13 | nt | 2 | i | nt | 28 | -3 | nt | -6
- CCOC(=O)CSc1nc2c(sc(=S)n2Cc2ccco2)c(=O)n1-c1ccc(F)cc1
 : 20 | 80* | -8 | 1 | i | 0 | 28 | 0 | 1 | 41
- COc1cccc(-n2c(Cn3nc(C(F)(F)F)cc3C)n[nH]c2=S)c1
 : -4 | -1 | 15 | -4 | i | -2 | 14 | 2 | -2 | 1
- COc1ccc(CC(=O)N2N=C(C)CC2(O)c2cccnc2)cc1 (stereo unspecified)
 : 7 | 18 | -20 | 2 | i | 5 | 21 | 0 | 3 | -5
- CC(=O)C1=C(O)C(=O)N(CCN2CCOCC2)C1c1ccc(N(C)C)cc1 (stereo unspecified)
 : 15 | -12 | -25 | -3 | i | 0 | 3 | -1 | -1 | 3
- COC(=O)c1ccccc1NC(=O)C(=O)NCc1ccncc1
 : 2 | 7 | -38 | -1 | i | 2 | 13 | 1 | 1 | -3

Continuation.
Each structure is followed by: aSyn 5UTR inh | HSF1 activator | KLF5 inh | GSK3A inh | PolyA inh | IEC-6 tox | AI-2 QS mod | GSK3beta inhib | HSP90 inh | HSF1 inh
- O=C(NC1CCCC1)c1ccc([N+](=O)[O-])s1
 : -153 | -4 | -41 | 0 | i | 3 | ? | 0 | -2 | -13
- Cc1cccc(OCCCC(=O)Nc2ccc(S(=O)(=O)Nc3onc(C)c3C)cc2)c1C
 : 30 | 5 | -5 | -3 | i | 2 | 24 | 7 | -2 | 2
- O=C(c1ccc(S(=O)(=O)N2CCOCC2)cc1)N(Cc1ccco1)Cc1cccs1
 : -2 | -5 | 12 | -5 | i | -7 | 6 | 2 | 0 | -6
- CCOC(=O)COc1nc(OC)nc(N2CCOCC2)n1
 : 21 | 4 | -13 | -1 | i | 4 | 26 | 3 | 4 | 0
- Cc1c(Cl)cccc1NC(=S)NCC(C)C
 : 24 | 6 | 0 | -2 | i | 2 | -1 | -5 | 2 | -3
- Cc1cc(C(=O)N/N=C/c2ccc(O)c([N+](=O)[O-])c2)c(C)n1-c1ccc(F)cc1
 : 0 | -7 | 17 | 2 | i | -3 | 40 | 0 | 4 | -5
- CC(C)OCCCNC(=O)Cn1nc(-c2ccccc2)ccc1=O
 : 17 | -13 | -8 | -2 | i | -1 | 10 | -4 | 5 | -3
- O=C(c1ccco1)N(Cc1ccc(Cl)cc1)C1CCS(=O)(=O)C1 (stereo unspecified)
 : 4 | 23 | 10 | 6 | i | 4 | 49 | 0 | 0 | 2
- CCc1ccccc1NC(=O)C1CCN(S(C)(=O)=O)CC1
 : 3 | -2 | nt | 1 | i | nt | 22 | -1 | nt | -4
- N/C(=N\OC(=O)CCCOc1ccccc1)c1cccc([N+](=O)[O-])c1
 : 1 | 21 | -11 | -1 | i | 0 | 11 | 0 | -3 | 3
- O=C1NN(c2cccc(Br)c2)C(=O)/C1=C/c1cccs1
 : 7 | 10 | 4 | 1 | i | 5 | 37 | -2 | 3 | 4
- COc1ccc(C(=S)N2CCN(C)CC2)cc1
 : -5 | 5 | -5 | -1 | i | -7 | 11 | -2 | -2 | -3
- CCNc1nc(NCC)n2c(SCC(=O)Nc3cc(OC)ccc3OC)nnc2n1
 : 7 | -3 | nt | nt | i | nt | 30 | 3 | nt | -7
- COc1ccc(N(C(=O)CNC(=O)c2ccco2)C(C(=O)NC2CCCC2)c2ccco2)cc1 (stereo unspecified)
 : 17 | 24 | -45 | -1 | i | 4 | 22 | -2 | -1 | -5
- C/C(=N\Nc1ccc(C(=O)O)cc1)c1nc2ccccc2n1C
 : -148 | 5 | -25 | -2 | i | 15 | 21 | 3 | 2 | 17
- CCc1cccc2c(-c3csc(=NC)n3C)c[nH]c12
 : -13 | -4 | -6 | 4 | i | 5 | 10 | -2 | 1 | -2
- COc1ccc(N2CCN(C(=O)c3cc(C)oc3C)CC2)cc1
 : -1 | -4 | -18 | -1 | i | -1 | 26 | 2 | -1 | 1
- CCCn1c(=O)c2ccccc2n2c(SCc3nnc(-c4ccccc4Br)o3)nnc12
 : 6 | -5 | -28 | 1 | i | 0 | 32 | 0 | -1 | -2
- CCNC(=O)c1c(C)nc2ccccn12
 : 3 | -12 | 15 | nt | i | 4 | 5 | 3 | 5 | -3
- O=C(Nc1ccc(S(=O)(=O)Nc2ncccn2)cc1)c1ccccc1NS(=O)(=O)c1ccc(Cl)cc1
 : 20 | -13 | -20 | -7 | i | -1 | 3 | 2 | -1 | -2
- C/C(CCN1CCCCc2nc(C)c(C)cc21)=N\O[C@H](C)c1cn([C@H](CO)Cc2ccccc2)nn1
 : 17 | 0 | -5 | nt | i | 0 | 12 | -4 | -1 | 0
- CC(C)OC(=O)CSc1nc(-c2ccc(F)cc2)nc2ccc(F)cc12
 : -1 | -6 | 2 | 1 | i | -2 | 5 | 0 | 1 | -2
- COc1ccc(S(=O)(=O)N2CCCCCC2)cc1C(=O)OCc1cccc(OC)c1OC
 : 3 | -5 | nt | -2 | i | nt | -1 | -1 | nt | 3
- COc1ccc(OC)c(S(=O)(=O)n2nnc3ccccc32)c1
 : 0 | 12 | -12 | 1 | i | -3 | 8 | 3 | -2 | 4
- COc1ccc(-c2nnc(SCC(=O)N3CCOCC3)o2)cc1
 : -105 | 19 | -129 | 1 | i | -7 | 60 | -1 | -4 | 18
- Cc1ccc(C(=O)NCc2ccc3c(c2)OCO3)c(C)c1
 : -14 | 4 | -46 | -6 | i | -4 | 13 | -2 | -3 | 2
- CCOC(=O)c1cccc(NC(=O)CC2Oc3ccccc3NC2=O)c1 (stereo unspecified)
 : 6 | -9 | -28 | 3 | i | 3 | -1 | -5 | -1 | -1
